Lipid droplet: modulators of hepatic lipid droplet formation. AML12 mouse hepatocytes, oleate lipid droplets, BODIPY imaging. inhibition, % at 6.5 µM. 0.4% of 240,000 active;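 active = lipid droplet intensity inhibited by at least 50%, with more than 500 cells counted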
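System: AML12 hepatocytes (mouse). Probe or stimulus: oleic acid at 100 µM to induce lipid droplet formation. Times: overnight treatment with compound plus oleate. Detection: Image-based BODIPY and DAPI two-channel analysis. Evaluation: percent inhibition of filter-corrected integrated lipid droplet intensity per well.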
Siah-1 displacement: Siah-1 peptide-binding antagonists, primary screen, biochemical, fluorescence polarization, rhodamine-plectin, uHTS (AID 1817); Siah-1 / rhodamine-plectin peptide fluorescence polarization; higher % means a stronger effect; displacement, % at 20 µM; hits with a dose series show IC50 in µM; 0.02% of 290,000 active;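 active = displacement of at least 50% at 20 µM, with a fluorescence ratio check between 0.3 and a set limit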;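 note: plate controls were Siah plus tracer with DMSO for no effect and tracer alone without Siah for full effect; strong numbers were not always called active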
K1F lysis inhibition: protection from phage-mediated lysis, alamar blue read-out – E. coli UTI89, K1F phage, bacterial capsule biogenesis inhibitors (AID 488966) | E. coli UTI89 K1F phage lysis, alamar blue, 2 h; higher % means a stronger effect | inhibition, % at 100 µM; hits with a dose series show IC50 in µM | 0.02% of 340,000 active;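 active = phage lysis inhibition, versus mean bacterial control, above a set limit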;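 note: capsule biogenesis inhibitors block K1F phage lysis so surviving cells raise fluorescence; higher fluorescence means more inhibition of phage lysis; actives were called in the ten point dose series up to 300 µM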
Lipid droplet cells 6.5 µM: further read-out of Lipid droplet, marked with its call; cell count; measured here: cell count, cytotoxicity flag;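 cells counted across two imaged fields per well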
Active calls of the source: *; · = not tested or not shown; [ ] = dose if it differs, or a comment. This is a subset; the hit share may differ from the screen's.

The opening two records as a preview:
SMILES	Lipid droplet	Siah-1 displacement	K1F lysis inhibition	others
O=C(Nc1ccccc1)N1Cc2ccccc2-n2nncc2C1	·	·	0.2%
O=[N+]([O-])c1oc2ccc3ccccc3c2c1CCO	·	·	-4.8%

This part in full (from the top)
SMILES	Lipid droplet	Siah-1 displacement	K1F lysis inhibition	others
O=C(Nc1ccccc1)N1Cc2ccccc2-n2nncc2C1	·	·	0.2%
O=[N+]([O-])c1oc2ccc3ccccc3c2c1CCO	·	·	-4.8%
CCNC(=O)C1OC(n2cnc3c(N)ncnc32)C(O)C1O (centres undefined)	·	·	0.4%
O=C1CC(=O)N(Cc2ccccc2)C(=O)N1	·	·	0.7%
COC(=O)C1=C(c2ccc3ccccc3c2)C[C@@H]2CC[C@H]1N2C(=O)NCCO	·	·	0.0%
CCC(=O)C(CCN1CCOCC1)(c1ccccc1)c1ccccc1	·	·	0.2%
COC(=O)C1=C(c2ccc(OCc3ccccc3)cc2)C[C@@H]2CC[C@H]1N2C(=O)NC1CCN(Cc2ccccc2)CC1	·	·	-0.7%
O=C(CF)N(O)c1ccc(C=Cc2ccccc2)cc1	·	·	-0.8%
N#Cc1cn(C2OC(CO)C(O)C2O)c2ncnc(N)c12 (centres undefined)	·	·	-0.1%
O=P1(NCCCl)OCCCN1CCCl (centres undefined)	·	·	-5.3%
Oc1ccc2c3c1OC1c4oc5ccccc5c4C[C@@]4(O)[C@@H](C2)N(CC2CC2)CC[C@]314 (some centres undefined)	·	·	0.7%
CCN(CC)c1ccccc1	·	·	0.1%
CC(C)Nc1ccc(Nc2ccccc2)cc1	·	·	-2.2%[50 µM]
CN1C(=O)NC(=O)C(C)(C2=CCCCC2)C1=O (centres undefined)	·	·	-0.2%
Cc1ccc(OC(F)F)c(N2C(=O)C3C4CCC(O4)C3C2=O)c1 (centres undefined)	·	·	-0.3%
CCOC(=O)c1cc2c(cn1)[C@H](CCO)NC2	·	·	-0.1%
Cc1ccc(S(=O)(=O)c2nc(-c3ccccc3Cl)oc2N(C)C2CCN(C)CC2)cc1	·	·	0.9%[50 µM]
CCCNC(=O)N1[C@H]2CC[C@@H]1C(C(=O)OC)=C(c1ccc(F)cc1OCc1ccccc1)C2	·	·	0.4%
COC(=O)C1=C(c2ccc(F)cc2OCc2ccccc2)C[C@@H]2CC[C@H]1N2C(=O)NCc1cccc(F)c1	·	·	1.4%
O=S1(=O)N(CCN2CC=C(c3c[nH]c4cc(F)ccc34)CC2)c2cccc3c2N1CCC3	·	·	-2.5%

7 entries drawn at random from the list so far, as already listed:
SMILES	Lipid droplet	Siah-1 displacement	K1F lysis inhibition	others
COC(=O)C1=C(c2ccc(OCc3ccccc3)cc2)C[C@@H]2CC[C@H]1N2C(=O)NC1CCN(Cc2ccccc2)CC1	·	·	-0.7%
CCOC(=O)c1cc2c(cn1)[C@H](CCO)NC2	·	·	-0.1%
CCNC(=O)C1OC(n2cnc3c(N)ncnc32)C(O)C1O (centres undefined)	·	·	0.4%
COC(=O)C1=C(c2ccc(F)cc2OCc2ccccc2)C[C@@H]2CC[C@H]1N2C(=O)NCc1cccc(F)c1	·	·	1.4%
CCN(CC)c1ccccc1	·	·	0.1%
COC(=O)C1=C(c2ccc3ccccc3c2)C[C@@H]2CC[C@H]1N2C(=O)NCCO	·	·	0.0%
CCCNC(=O)N1[C@H]2CC[C@@H]1C(C(=O)OC)=C(c1ccc(F)cc1OCc1ccccc1)C2	·	·	0.4%

The results go on.
SMILES	Lipid droplet	Siah-1 displacement	K1F lysis inhibition	others
O=P(Oc1ccccc1)(Oc1ccccc1)N1CCOCC1	·	·	2.7%
CC1C2Cc3ccc(O)cc3[C@]1(C)CCN2CCc1ccccc1 (some centres undefined)	·	·	1.1%
O[C@@H]1CCCN2CCc3c([nH]c4ccccc34)[C@H]12	·	·	0.3%
COC(=O)C1=C(c2cccc(C#N)c2)C[C@@H]2CC[C@H]1N2C(=O)NC1Cc2ccccc2C1	·	·	-0.1%
NCC(O)c1cc(O)c(O)cc1F (centres undefined)	·	·	8.9%
COC(=O)C1=C(c2cc3ccccc3o2)C[C@@H]2CC[C@H]1N2C(=O)NCCCOC(C)C	·	·	-0.9%
Cc1cc(C(=O)OCC(=O)Nc2c(F)cccc2F)c(C)n1C1CC1	·	·	1.1%[50 µM]
COc1ccc(N2C(=O)C(=O)N(c3ccc(OC)cc3)P2(=O)N(CCCl)CCCl)cc1	·	·	-1.4%
COc1ccccc1C=C1C(=O)NC(=S)NC1=O	·	·	-1.1%
COCCCNC(=O)c1c(NC(=O)c2ccccc2)n(Cc2ccccc2)c2nc3ccccc3nc12	·	·	1.4%
NC(=Nc1ccccc1)NN=Cc1c[nH]c2ccccc12	·	·	8.4%
c1cnc(OCCN2CC2)cn1	·	·	3.5%
COc1ccc2c3c1O[C@H]1C(=O)CC[C@H]4[C@@H](C2)N(C)CC[C@]314	·	·	2.7%
Clc1ccc(C(Cn2ccnc2)OCc2csc3c(Cl)cccc23)c(Cl)c1 (centres undefined)	·	·	0.2%
CC1(C)CCCN1CCC(C(N)=O)(c1ccccc1)c1ccccc1	·	·	-0.5%
CN(C(=O)Oc1cccc2ccccc12)C1C=CCC1 (centres undefined)	·	·	2.2%
COC(=O)C1=C(c2ccc(OC)c(OC)c2)C[C@@H]2CC[C@H]1N2C(=O)NC1CC1	·	·	0.5%
Cn1cc(C(=O)OCC(=O)NC2CCCC2)c2ccccc21	·	·	1.2%[50 µM]
CC12CCC3C(CCC4CC(=O)C(C(O)C(F)(F)F)CC43C)C1CCC2O (centres undefined)	·	·	0.6%
C[N+](C)(N)CCOC(=O)C(O)(c1ccccc1)C1CCCCC1 (centres undefined)	·	·	1.4%
CNC(=O)Oc1ccccc1C1CCCCC1	·	·	-1.3%
Cc1nc2cc(-c3ccc(Cl)cc3)nn2c(C)c1CCC(=O)N1CCC2(CC1)OCCO2	·	·	0.0%
COC(=O)C1=C(c2ccccc2OCc2ccccc2)C[C@@H]2CC[C@H]1N2C(=O)NCc1ccc(C(C)(C)C)cc1	·	·	3.2%
COC(=O)C1=C(c2ccc(OC)c(OC)c2)C[C@@H]2CC[C@H]1N2C(=O)NCCOc1ccc(OC)cc1	·	·	-0.8%
CC(C)=CCN1CC[C@@]2(C)c3cc(O)ccc3C[C@@H]1C2C (some centres undefined)	·	·	0.0%
CC12C=CC(=O)C=C1CCC1C2C(O)CC2(C)C1CCC2(C)O (centres undefined)	·	·	0.1%
O=[N+]([O-])/C=C/c1c(Cl)cccc1Cl	·	·	-8.5%
CCCC(C)CC1(CCO)C(=O)NC(=S)NC1=O (centres undefined)	·	·	1.3%
CC1[C@H]2Cc3ccc(O)cc3[C@]1(C)CCN2CCc1ccccc1 (some centres undefined)	·	·	0.2%
Oc1c(Cl)c(Cl)c(Cl)c(Cl)c1Cl	·	·	-11%
Brc1ccc(-[n+]2c(-c3ccccc3)cc(-c3ccccc3)cc2-c2ccccc2)cc1	·	·	-0.9%
COC(=O)C1=C(c2ccc(OC)c(OC)c2)C[C@@H]2CC[C@H]1N2C(=O)NCCc1ccccc1	·	·	0.3%
NP(=O)(Nc1ccccc1)Nc1ccccc1	·	·	-0.2%
CC1C(=O)OC2CCN3CC=C(COC(=O)C(C)(O)C1(C)O)C23 (centres undefined)	·	·	0.6%
Nc1ccccc1C(=O)OCCc1ccccc1	·	·	-0.8%
CCCCOC(=O)c1ccccc1N	·	·	11%
C1CCC(NC2CCCCC2)CC1	·	·	-1.1%
C=CCOC(=O)c1ccccc1N	·	·	-0.8%
O=C(Cc1ccccc1)OCC(=O)N1CCN(S(=O)(=O)c2ccc(Cl)cc2)CC1	·	·	-0.3%[50 µM]
CC(=O)OC1CC[C@]2(C#N)[C@H]3CC[C@]4(C)[C@H](C5C=CC(=O)O5)CCC4(O)C3CCC2(O)C1 (some centres undefined)	·	1%	0.4%
C#CC1(O)C=CC2C3CCC4=CC(=O)CCC4C3CCC21CC (centres undefined)	·	-3%	-0.1%
CN(C)C(=O)Oc1ccc2c(c1)O/C(=C\c1ccccc1)C2=O	·	5%	0.1%
CCOC(=O)c1[nH]c2ccc(OC)cc2c1C(SCC(=O)O)c1ccc(C(F)(F)F)cc1 (centres undefined)	·	4%	-0.3%
COc1ccc(OC)c(CN2CCN(C(=O)Cc3ccccc3)CC2)c1	·	3%	0.1%
CN1CC(C(=O)c2ccccc2)C(c2ccccc2)C1 (centres undefined)	·	-2%	0.2%
FC(F)(F)c1ccccc1N1CC1c1ccncc1 (centres undefined)	·	-2%	0.4%
Cc1ccc(Cn2cc(C=O)c3ccccc32)cc1	·	5%	-0.1%
CC(=O)c1cn(Cc2ccccc2F)c2ccccc12	·	-10%	0.6%
CC(=O)O[C@@]12CO[C@@H]1C[C@H](OC1OCC(O)C(O)C1O)[C@@]1(C)C(=O)[C@H](O)C3=C(C)[C@@H](OC(=O)[C@H](O)[C@@H](NC(=O)c4ccccc4)c4ccccc4)C[C@@](O)([C@@H](OC(=O)c4ccccc4)C12)C3(C)C (some centres undefined)	·	0%	1.3%
COc1ccc(OC)c(-n2c(O)c(C=NCCN3CCNCC3)c(=O)[nH]c2=S)c1	·	2%	0.1%
CC(C)c1ccc(-n2c(O)c(C=NCCN3CCNCC3)c(=O)[nH]c2=S)cc1	·	9%	-0.3%
COc1ccc(C(=O)NC(=S)N2C[C@H]3C[C@H](C2)c2cccc(=O)n2C3)cc1OC	·	6%	6.4%
CN1CC(C(=O)c2ccc(Cl)cc2)C(c2ccccc2)C1 (centres undefined)	·	3%	0.3%
COc1cccc(-n2c(O)c(C=NCCN3CCNCC3)c(=O)[nH]c2=S)c1	·	3%	0.1%
CCCc1cc(=O)oc2cc(OCC(=O)N3C[C@H]4C[C@@H](C3)c3cccc(=O)n3C4)ccc12	-10	2%	0.0%	Lipid droplet cells 6.5 µM=757
COc1cc(C=C2C(=O)NC(=O)NC2=O)ccc1OS(=O)(=O)c1ccccc1[N+](=O)[O-]	2	3%	-0.2%	Lipid droplet cells 6.5 µM=796
O=C(CCCc1ccccc1)NCCc1cnc[nH]1	-5	2%	-0.9%[50 µM]	Lipid droplet cells 6.5 µM=832
Cn1cc(Br)c(C(=O)Nc2ccc3c(C(F)(F)F)cc(=O)oc3c2)n1	-15	7%	0.8%[50 µM]	Lipid droplet cells 6.5 µM=619
CN1CCCN(C(=O)COc2ccc(F)cc2Cl)CC1	-24	2%	-1.5%[50 µM]	Lipid droplet cells 6.5 µM=637
COc1cccc(CN2CCN(Cc3cccc(F)c3)CC2)c1	-12	5%	0.1%	Lipid droplet cells 6.5 µM=821

Further entries.
SMILES	Lipid droplet	Siah-1 displacement	K1F lysis inhibition	others
CNC(=S)N1CCN(CCN=Cc2c(O)n(-c3ccc(C)cc3)c(=S)[nH]c2=O)CC1	-1	2%	0.0%	Lipid droplet cells 6.5 µM=407
CC1CCCCC1NC1CCN(C)CC1 (centres undefined)	10	3%	0.0%	Lipid droplet cells 6.5 µM=769
FC(F)(F)c1ccccc1CNCCc1c[nH]c2ccccc12	-1	3%	0.2%	Lipid droplet cells 6.5 µM=810
Fc1cccc(C2NCc3ccccc3-n3cccc32)c1 (centres undefined)	4	12%	0.0%	Lipid droplet cells 6.5 µM=707
CCn1cc(C=C2C(=O)N(C)C(=O)N(C)C2=O)c2ccccc21	-1	-1%	-0.4%	Lipid droplet cells 6.5 µM=803
CN(CCc1ccccc1)Cc1c[nH]c2ccccc12	-13	-3%	0.3%	Lipid droplet cells 6.5 µM=739
O=C(CN1C(=O)COc2ccccc21)N1CCC2(CC1)OCCO2	-3	-3%	0.6%	Lipid droplet cells 6.5 µM=729
CC(C)NC(=O)Cn1cc(C(=O)c2ccccc2)c2ccccc21	-1	1%	0.1%	Lipid droplet cells 6.5 µM=834
CCOc1ccc(-n2c(O)c(/C=C3\C=Nc4ccccc43)c(=O)[nH]c2=O)cc1	1	-2%	0.1%	Lipid droplet cells 6.5 µM=803
CCOC(=O)CNC(=S)N1CC2C[C@@H](C1)Cn1c2cccc1=O	-6	-4%	0.2%	Lipid droplet cells 6.5 µM=737
Cc1ccc(OCC(=O)N2CCCC(N3CCN(c4ccc(F)cc4)CC3)C2)cc1 (centres undefined)	-4	0%	0.1%	Lipid droplet cells 6.5 µM=721
CCC(CO)(C(=O)OC1CC2CCC(C1)N2C)c1ccccc1 (centres undefined)	-2	5%	0.6%	Lipid droplet cells 6.5 µM=868
CCN1CCN(CC(c2ccccc2)c2ccccc2)CC1	7	-2%	0.0%	Lipid droplet cells 6.5 µM=817
Cc1cccc(-n2c(C)nc3ccc(Cl)cc3c2=O)c1	-30	9%	1.0%	Lipid droplet cells 6.5 µM=682
O=c1[nH]c(=S)n(-c2ccccc2Cl)c(O)c1C=NCCN1CCNCC1	5	3%	1.1%[50 µM]	Lipid droplet cells 6.5 µM=793
CCCCn1c(=O)c(C(=O)NCCc2ccccc2)c(O)c2ccccc21	5	15%	-1.4%	Lipid droplet cells 6.5 µM=847
O=c1ccc2cc(O[C@@H]3O[C@@H](CO)[C@H](O)[C@@H](O)[C@@H]3O)c(O)cc2o1	-12	2%	-1.5%[50 µM]	Lipid droplet cells 6.5 µM=810

Screens deposited in PubChem BioAssay by several laboratories.
